Insulin prom inh: TRM-6 insulin promoter activity inhibition | TRM-6 cells (human fetal islet line), insulin promoter-eGFP reporter, imaging; reporter expression induced with tamoxifen | inhibition, % at 2 µM | 130,000 compounds, 0.9% hits | AID 1273;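 active means inhibition above the mean plus 3 SD, with well images judged a real hit on visual review, cut at about 60% in these data, passing the limit was not always enough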
sdo1 growth: restores growth of sdo1-depleted yeast | S. cerevisiae sdo1-depleted JHY4D growth rescue, OD600 30 h; active compounds read high; pdr5 snq2 efflux-pump mutant strain | 140,000 compounds, 0.21% hits | AID 817 | z-score at 10 µM;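 active means z-score above 3 at both the 24 hr and the 30 hr optical density reads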;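 further: z-score against mean and SD of all compound wells on the same plate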
sdo1 growth Rescue 24 h: second read-out of sdo1 growth, no call of its own (marks repeat the call); z-score; S. cerevisiae sdo1-depleted JHY4D growth rescue, OD600; measured here: growth rescue at 24 h;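 0 is the plate mean of compound wells and units are plate SD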
Starred values were filed as active, the others as inactive; x = no result given; [ ] = dose if it differs, or a comment. This is a subset; the hit share may differ from the screen's.

Second line of a record: Insulin prom inh, sdo1 growth, sdo1 growth Rescue 24 h
- COc1ccc(O)c(C(=O)c2cnn(C(=O)c3cc(C)oc3C)c2)c1
  x, -1.4, -1.5
- Cn1c(CN2CCOCC2)nc2cc(NC(=O)c3ccc(Cl)cc3)ccc21
  x, 0.33, 1.2
- Clc1ccccc1-c1ccc(/C=N/n2cnnc2)o1
  x, -1.1, -1.2
- Cc1ccc(C(=O)Nc2ccc(O)cc2C(=O)O)cc1
  15, -0.18, -0.77
- N#C/C(=C\c1ccc(-c2cccc(Cl)c2)o1)C(=O)Nc1cccc2cccnc12
  -25, -0.33, -0.08
- O=c1c(C=Nc2ccc(Oc3ccccc3)cc2)c[nH]n1-c1cccc(Cl)n1
  4, -0.1, -0.98
- Cc1cc(OCC(=O)O/N=C(\N)c2ccccc2)ccc1Br
  -25, -1.2, 0.49
- O=c1cc(-c2cccc3ccccc23)[nH][nH]1
  -18, 1.4, 1.6
- COc1ccc(S(N)(=O)=O)cc1N(C)S(=O)(=O)c1ccccc1
  -44, x, x
- CCN(CC)S(=O)(=O)c1cccc(C(=O)c2c(C)cc3ccccn23)c1
  x, -0.67, -0.04
- CC1=C(C#N)C(=O)OC(C)(C)C1
  x, 0.26, -0.02
- Cc1ccc2[nH]c3c(N4CCCCCC4)ncnc3c2c1
  62, -2, -0.25
- CCN(CC)CCn1c(SCC(=O)Nc2cccc(OC)c2)nc2c(sc3ccccc32)c1=O
  -27, x, x
- Cc1ccc(SCC(=O)Nc2ccccc2C(=O)N2CCOCC2)cc1
  x, 0.15, -0.21
- CCCc1cc(C(=O)NNC(=S)Nc2cccc(C)c2)cs1
  -4, 0.97, 1.3
- CCn1c(CNc2cccc(Cl)c2)nnc1SCC(=O)OC1CCCCC1
  x, -1.7, -1.2
- CCOC(=O)CSc1nc2sccc2c(=O)[nH]1
  -3, 0, -0.53
- NC1=NC2(CCCCC2)N(c2cccc(Cl)c2)C(N)=N1
  -240, 0.95, 0.95
- COC(=O)N/N=C(\C)c1ccc2ccccc2c1OC(F)F
  11, 0.13, -0.14
- COc1ccc(-c2nnc3ccc(SC)nn23)cc1
  x, -0.08, -0.5
- Cn1c(=O)c2c(ncn2CC(O)CNc2ccc(Cl)cc2)n(C)c1=O (stereo unspecified)
  36, 0.47, -0.33
- O=C(Nc1ccc(-c2nnc3n2CCCCC3)cc1)c1cnccn1
  3, 0.74, 0.18
- Cc1nnc(SCC(C)C)[nH]c1=O
  x, 0.1, -0.29
- Cc1nc2nc(C)c(CCC(=O)NC(C)c3ccc4c(c3)OCCO4)c(C)n2n1 (stereo unspecified)
  26, 2, 3.3
- CCc1c(C)n2nc(C)cc2[nH]c1=O
  x, -0.07, -0.87
- COC(CNC(=O)c1ccc(N2CCc3ccccc32)c([N+](=O)[O-])c1)OC
  19, 0.98, 0.53
- CCCn1c(=O)c(C(=O)NNS(=O)(=O)c2ccc(Cl)cc2)c(O)c2ccccc21
  24, -1.9, -1.8
- Cc1cccc(NC(=O)c2ccc([N+](=O)[O-])s2)c1C
  20, -0.93, -1.4
- NC(=O)c1oc2ccccc2c1NC(=O)c1ccccc1
  4, 0.27, 0.48
- Cc1ccc2nc(N3CCC(C(=O)O)CC3)nc(-c3ccccc3)c2c1
  -9, -1.1, -0.49
- O=S1(=O)C[C@H]2NC(=S)N(c3ccccc3)[C@H]2C1
  x, 1.8, 2
- CC1CCCC(NC(=S)Nc2ccc(SC(F)F)cc2)C1C (stereo unspecified)
  9, -2.1, -1.6
- COc1cc(NC(=O)c2ccco2)ccc1NC(=O)c1ccccc1Cl
  -111, -0.22, -0.29
- Cc1csc(NC(=O)CSc2nnc(Cc3cccn3C)n2-c2ccc(F)cc2)n1
  x, -0.67, -1.3
- CCOC(=O)N1CCC(NC(=O)c2cc3sccc3n2CC)CC1
  x, -0.03, 0.82
- CSC(=N/N=C(\N)c1cnccn1)SC
  -16, 0.57, -0.05
- Cc1cc(SCCC(=O)O)nc2c(C)cccc12
  1, -0.07, -0.58
- CCOc1ccc(NC(=S)N2CCN(c3ccc(N4CCOCC4)nn3)CC2)cc1
  14, x, x
- COCCCNC(=O)CCn1c(=O)c2ccccc2n(CC(=O)NCCc2ccc(OC)c(OC)c2)c1=O
  -41, x, x
- C=C1c2cc(C)ccc2NC(=O)N1c1ccc(C)cc1
  -50, 1, 0.91

Taken from above.
In sdo1 growth Rescue 24 h, `CCCn1c(=O)c(C(=O)NNS(=O)(=O)c2ccc(Cl)cc2)c(O)c2ccccc21` shows -1.8
In sdo1 growth, `O=C(Nc1ccc(-c2nnc3n2CCCCC3)cc1)c1cnccn1` shows 0.74
In Insulin prom inh, `CCOc1ccc(NC(=S)N2CCN(c3ccc(N4CCOCC4)nn3)CC2)cc1` shows 14
In Insulin prom inh, `CSC(=N/N=C(\N)c1cnccn1)SC` shows -16
In sdo1 growth Rescue 24 h, `Cc1nnc(SCC(C)C)[nH]c1=O` shows -0.29
In Insulin prom inh, `NC(=O)c1oc2ccccc2c1NC(=O)c1ccccc1` shows 4

(continued)
Second line of a record: Insulin prom inh, sdo1 growth, sdo1 growth Rescue 24 h
- O=C(Nc1ccc(Cl)cc1)c1ccc(-n2cccn2)c([N+](=O)[O-])c1
  19, -1.7, -1.5
- CCCCC1S/C(=N/N=C/c2ccco2)NC1=O (stereo unspecified)
  48, 0.12, -0.42
- O=C(Nc1ccccc1)Nc1ccc(C(=O)N2CCOCC2)cc1
  -11, -1.3, -1.1
- CC(=O)c1ccc(N2CCN(C(=O)Nc3ccc(Cl)cc3)CC2)cc1
  64, x, x
- Cc1cc(C)c(S(=O)(=O)NCC2CCC(C(=O)NCc3ccc4c(c3)OCO4)CC2)c(C)c1 (stereo unspecified)
  -2, -1.5, -1.4
- Cc1ccc(/C=N/N2CCN(Cc3ccccc3)CC2)o1
  43, 0.42, 0.6
- CCCCCCC(=O)Nc1c(O)c2ccccc2[nH]c1=O
  33, -0.62, -0.59
- Cc1sc2ncnc(SCC(=O)c3ccc(Cl)s3)c2c1C
  35, 0.58, 0.55
- O=C(NCC1CCCO1)/C(=C\c1cccc([N+](=O)[O-])c1)NC(=O)c1ccccc1 (stereo unspecified)
  41, x, x
- COc1ccc(C)cc1S(=O)(=O)Nc1ccccc1
  10, 0.31, -0.09
- CCOc1ccc2[nH]c3c(N4CCN(c5ccccn5)CC4)ncnc3c2c1
  88*, -0.97, -0.79
- CC(C)OCC(O)CS(=O)Cc1ccccc1 (stereo unspecified)
  0, -0.24, 0.14
- COC(=O)CSc1nnc(-c2ccco2)o1
  x, -0.4, -0.09
- O=S(=O)(c1cnc[nH]1)N1CCN(c2ccc(Cl)cc2)CC1
  x, 1.9, 1.8
- COc1cc(NC(=O)c2cccs2)cc(OC)c1
  -16, -0.32, -0.91
- COC(=O)c1cc2c(C)[nH]c(C)c2cc(C(=O)OC)c1=O
  15, 2.4, 2.9
- CCOc1ccccc1N1CCN(S(=O)(=O)c2cc(C)ccc2OC)CC1
  -70, x, x
- Cn1cc(Br)c(C(=O)N/N=C/c2cccc(OC3CSC3)c2)n1
  17, -0.64, 0.33
- O=C(O)C1CCN(Cc2cnn(-c3ccccc3)c2-n2cccc2)CC1
  44, 0.71[12.7 µM], 0.32
- CN(C)c1nc(N)nc(N(c2ccccc2)c2ccccc2)n1
  x, 0.49, -0.17
- C=CCn1nnnc1SCC(=O)Nc1cccc(OC)c1
  x, 0.08, -0.34
- CC(C)NC(=O)COC(=O)c1cncc(Br)c1
  -11, x, x
- O=C(Nc1ccc(N2CCOCC2)c(Cl)c1)c1ccc(Cl)cc1
  20, x, x
- Cc1ccc(-c2nnc(N(C)C(=O)c3cccnc3)s2)cn1
  31, 0.62, 0.16
- CC1=C(C(=O)Nc2ccc(C)cc2C)C(c2ccc(C)o2)NC(=O)N1 (stereo unspecified)
  31, -0.34, -0.58
- Cc1ccc(C2NC(C(=O)O)CS2)cc1 (stereo unspecified)
  -7, x, x
- CC1=C(C(=O)N2CCOCC2)C(c2cc(C)cs2)NC(=O)N1 (stereo unspecified)
  -10, 0.48, 0.4
- Cc1cc(Br)cc(C)c1NC(=O)c1ccccc1[N+](=O)[O-]
  6, -0.75, -0.63
- O=C(N(c1ccccc1)c1ccccc1)n1ccnc1
  16, -2, -1.8
- CCOC(=O)C1=C(c2ccccc2)N=C2SCC(=O)N2C1c1ccc(OCC)c(OCC)c1 (stereo unspecified)
  34, 0.22, 0.29
- Cc1cc(NC(=O)C(C)Oc2ccc(Cl)cc2Cl)n(-c2ccccc2)n1 (stereo unspecified)
  -133, -0.53, -0.46
- O=c1oc2ccccc2c(N2CCCCC2)c1[N+](=O)[O-]
  -28, -0.52, -0.95
- O=C(C1CC1)N1CCN(c2nc3ccccc3s2)CC1
  -4, -0.02, -0.5
- COCCCNS(=O)(=O)c1ccc2c3c(cccc13)C(=O)S2
  -215, 0.49, 0.49
- O=C(COC(=O)c1cncc(Br)c1)NC1CCCCC1
  -11, x, x
- c1ccc(-n2nnnc2NC2CCCCCC2)cc1
  32, -0.59, -0.57
- CS(=O)(=O)c1nc2ccccc2n1Cc1ccccc1
  14, 0.32, -0.26
- COC(=O)c1ccc(C(=O)OC)c(NS(=O)(=O)c2ccc(NC(C)=O)cc2)c1
  x, 0.35, 0.21
- Cc1ccc(NC(=S)N2CCN(c3ncccn3)CC2)c(C)c1
  x, 1.3, 1.3
- CCN1CCN(C(=S)Nc2ccc(Cl)c(Cl)c2)CC1
  10, 0.16, -0.26

Pulled by structure from above, 2 records:
Second line of a record: Insulin prom inh, sdo1 growth, sdo1 growth Rescue 24 h
- CCN1CCN(C(=S)Nc2ccc(Cl)c(Cl)c2)CC1
  10, 0.16, -0.26
- CC(C)NC(=O)COC(=O)c1cncc(Br)c1
  -11, x, x

Other results follow.
Second line of a record: Insulin prom inh, sdo1 growth, sdo1 growth Rescue 24 h
- COc1ccc(NC(=O)COC(=O)c2ccc(OCc3ccc(Cl)cc3Cl)c(OC)c2)c(OC)c1
  x, -0.71, -0.45
- Cc1ccc(S(=O)(=O)NNC(=O)c2ccncc2)cc1
  -27, -0.03, 0.72
- COC(=O)c1ccccc1NC(=O)Nc1cc(C)ccn1
  42, x, x
- O=C(OCCCCN1C(=O)c2ccccc2C1=O)c1ccc(Br)o1
  79*, -0.9, -0.5
- COc1ccccc1C1CC(c2c(-c3ccccc3)c3cc(Cl)ccc3[nH]c2=O)=NN1S(C)(=O)=O (stereo unspecified)
  28, -0.03, 0.19
- COC(=O)c1cc2occc2n1CC(=O)Nc1ccc(OC)c(OC)c1
  x, 0.41, -0.47
- COc1ccc(N(CC(=O)NCc2ccc(C)cc2)S(=O)(=O)c2c(C)nn(C)c2C)cc1
  -67, -0.17, -0.92
- C[C@]1(C(=O)NCc2cc(F)cc(C(F)(F)F)c2)C=C[C@@H](Cc2ccccc2)N1C(=O)c1ccccc1
  -52, -0.58, -0.99
- C/C(=N\NC(N)=S)C1(C)CCCCC1
  14, -1, -0.63
- COc1ccc2cc(/C=N/NC(=O)CN(c3ccccc3)S(=O)(=O)c3ccccc3)c(Cl)nc2c1
  -58, -0.11, 1.4
- CCCS(=O)(=O)N1CCC(C(=O)N2CCc3ccccc3C2)CC1
  -3, 1.1, -0.82
- O=C(Cc1ccccc1Cl)N1CCN(c2ncccn2)CC1
  42, x, x
- CC1=NNC(=O)C1C(c1ccccc1)C1C(=O)NN=C1C (stereo unspecified)
  50, x, x
- Cn1c(O)c(C2=c3ccccc3=NC2=O)[nH]c1=S
  -54, -0.08, -0.44
- O=C(CSc1n[nH]c(-c2cccnc2)n1)OC1CCCCC1
  -8, x, x
- Cc1cc(C)n2cc(CSc3nc4ccccc4[nH]3)nc2n1
  x, 1.5, 1.3
- O=C(CNC(=O)c1cccs1)OCC(=O)c1ccc2ccccc2c1
  -19, 0.02, 0.11
- O=C(Cn1ccccc1=O)c1ccc(Cl)cc1
  -14, x, x
- O=C(OCC1OC2OC3(CCCCC3)OC2C2OC3(CCCCC3)OC12)c1ccccc1 (stereo unspecified)
  -25, -0.53, -0.04
- COc1ccc2sc3ccccc3c(=O)c2c1
  x, -0.98, -0.14
- Cc1c(O)c2cccnc2[nH]c1=O
  -12, 0.48, 1.1
- CCCCCC(=O)N/N=C(\C)c1ccc(Cl)cc1
  100*, 0.46, 0.32
- CN(c1ccccc1)c1ccc(/C=C(\C#N)c2nnc3n2CCCCC3)cc1[N+](=O)[O-]
  x, -0.7, -1.2
- CCN(CC)S(=O)(=O)c1ccc(C(=O)OC2CCCCC2CN(C)C)cc1 (stereo unspecified)
  -18, -0.21, -0.94
- COC(=O)CC1Nc2ccccc2SC1=O (stereo unspecified)
  x, -0.19, -1.1
- CCOC(=O)C(NC(=O)Nc1ccccc1)(OCC)C(F)(F)F (stereo unspecified)
  -12, -0.13, -0.5
- NS(=O)(=O)c1ccc(NS(=O)(=O)c2ccc(NC(=S)Nc3ccccc3)cc2)cc1
  6, 1.2, 0.58
- O=C(CC1C(=O)NCCN1Cc1c(F)cccc1Cl)NCc1ccccc1 (stereo unspecified)
  21, x, x
- COC(=O)CSc1nc(C)cc(Oc2ccccc2)n1
  x, -0.47, -0.78
- Cc1ccc(CC2CC(=O)N(c3ccc4c(c3)OCCO4)C2=O)cc1 (stereo unspecified)
  x, -0.85, -1.2
- COc1ccc(/C=C2/SC(=S)N(CCC(=O)O)C2=O)cc1
  -11, 0.21, 0.15
- CN1CCN(c2nc3c(c(=O)[nH]c(=O)n3C)n2CCOc2ccccc2)CC1
  -8, 1.5, 1.4
- Cc1ccccc1NC(=O)C1CCC(C)(C(=O)O)C1(C)C (stereo unspecified)
  -125, 1.4, 2.4
- CCc1nnc(NS(=O)(=O)c2ccc(N=Cc3c(C)[nH]n(-c4ccc(C)cc4)c3=O)cc2)s1
  x, 1.3, 0.88
- O=C(Nc1ccccc1C(=O)OCc1nnc(-c2ccccc2)o1)c1ccco1
  x, -0.68, 0.66
- O=C(NC1C=CS(=O)(=O)C1)c1ccccc1 (stereo unspecified)
  -17, x, x

Screening results deposited in PubChem BioAssay by several laboratories.
